ASM inhibitor = human S-ASM enzyme inhibition; Potency, µM (titrated, usually from 57.5 µM), inactives show top-dose activity change, negative = inhibition, hits mostly inhibitors; placental ASM, HMU-PC fluorogenic substrate, 60 min; hit rate 0.006% among 340,000; P17405; AID 504937; also: potency is read from the fitted curve at half-maximal effect
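Fluorogenic HMU-PC substrate (9 uM final) is turned over by placental ASM in 60 min at 37 C after a 10 min compound preincubation. Reaction ended by alkaline stop (pH 10), with fluorescence read at 386/447 nm.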
MLL CXXC-DNA inh = blocks binding of human MLL CXXC domain to DNA | Q03164 | MLL-CXXC / FITC-HOXA9 DNA fluorescence polarization | Potency, µM (highest dose often 115 µM), without a hit: at the top dose activity change, negative = inhibition, actives largely listed as inhibitors | hit rate 0.037% among 290,000 | AID 2662; active = well fitted inhibition curve with a large enough effect in the polarisation, with a control signal flat, not every such curve was filed as active; inconclusive = small, poorly fitted or top-dose-only effect, or effect the other way, or a change in a side signal; inactive = no such curve, though single readings can be large or run the other way; the % refers to the polarisation; also: potency is read from the fitted curve at half-maximal effect
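Steps: dispense CXXC domain solution (7 uM) → pin compounds or unlabeled HOX-A9 DNA control → 5 min ambient → add FLSN-HOX-A9 solution (50 nM) → spin → 30 min ambient → fluorescence polarization. Tris pH 7.5/NaCl/DTT/BSA buffer.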
TSG101-PTAP inh = blocks PTAP/TSG101 interaction to inhibit HIV-1 budding; Q99816; Fluorescence polarization, FITC-PTAP peptide / Tsg101 binding; Potency, µM (doses to about 115 µM), without a hit: top-dose activity change, negative = inhibition, actives largely listed as inhibitors; 340,000 tested, under 10 active; active = well fitted inhibition curve with a large enough effect in the main read-out, with a control signal flat, not every such curve was filed as active; inconclusive = small, poorly fitted or top-dose-only effect, or effect the other way, or a change in a side signal; inactive = no such curve, though single readings can be large or run the other way; also: potency is read from the fitted curve at half-maximal effect; % of control where 0% means no effect
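Tsg101 binding domain (10 uM final) was mixed with compound and a FITC-labeled PTAP peptide (50 nM final) in HEPES pH 7.5 buffer with NaCl, Tween 20, EDTA and TCEP; fluorescence polarization was read after 20 min at r.t.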
Menin-MLL TR inh = displaces Texas Red mutant MLL peptide from human menin | Menin + Texas Red MLL mutant peptide, fluorescence polarization | Potency, µM (doses to about 61.6 µM), without a hit: top-dose FP activity change, negative = inhibition, usual class: inhibitors | O00255 | hit rate 0.23% among 270,000 | AID 1768; active = well fitted inhibition curve with a large enough effect in the polarisation, with a control signal flat, not every such curve was filed as active; inconclusive = small, poorly fitted or top-dose-only effect, or effect the other way, or a change in a side signal; inactive = no such curve, though single readings can be large or run the other way; the % refers to the polarisation; also: potency is read from the fitted curve at half-maximal effect; % of control where 0% means no effect; many of its hits are not listed in these tables
a7 integrin act = activators of alpha7 integrin expression for muscular dystrophy. hit rate 0.064% among 350,000. AID 624291. alpha7betagal myoblasts, beta-gal FDG fluorescence, 48 h. Potency, µM (series often up to 38.3 µM), inactives show at the top dose activation, most hits filed as activators;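 also: potency is read from the fitted curve at half-maximal effect; 100% = response of the positive control SU9516; nearly all actives have a fitted effect of over 60% in size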
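alpha7betagal+/- myoblasts (passage 13, 250/well) treated 48 h at 37C with compounds at 1:260 dilution of DMSO stock. Lysed, then beta-galactosidase activity read as FDG fluorescence (ex 480/em 540) after 30 min, with pre-read for autofluorescence.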
MBNL1-CUG inh = blocks human MBNL1 binding to CUG repeat RNA | TR-FRET MBNL1-His/biotin-(CUG)12 binding, 665/545 ratio | AID 2675 | Q9NR56 | hit rate 0.036% among 280,000 | Potency, µM (series often up to 57.5 µM), without a hit: at the highest dose activity change, negative = inhibition, most hits filed as inhibitors; active = well fitted inhibition curve with a large enough effect in the signal ratio, with a control signal flat, not every such curve was filed as active; inconclusive = small, poorly fitted or top-dose-only effect, or effect the other way, or a change in a side signal; inactive = no such curve, though single readings can be large or run the other way; the % refers to the signal ratio; also: potency is read from the fitted curve at half-maximal effect; % is scaled to controls: 0 for no effect and ±100 for the full control effect
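MBNL1-His + Biotin-(CUG)12, cpd titration 92 nM–58 uM; Tb anti-His Ab 0.055 ng/ul, SA-XL665 5 nM (final); 60 min RT; ratiometric 665/545 nm, Ex 340 nm; normalized to buffer and full-complex controls.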
Mito fusion act = blocks mitochondrial division or promotes mitochondrial fusion. S. cerevisiae fusion-defective mutant growth rescue, CellTiterGlo 48 h. Potency, µM (series often up to 46.1 µM), without a hit: top-dose growth rescue (activation), most hits filed as activators. hit rate 0.23% among 320,000;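 also: potency is read from the fitted curve at half-maximal effect; % of control where 0% means no effect; nearly all actives have a fitted effect of over 45% in size; temperature-sensitive fusion mutants such as fzo1-1 at 37 °C on non-fermentable ethanol glycerol medium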
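Yeast fusion mutant, YPEG (non-fermentable carbon), compound, 48 h at 37C non-permissive; CellTiterGlo added, 10 min RT, luminescence read. Rescued growth = division inhibition.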
TCR act = activates T cell receptor signaling; AID 504894; 330,000 tested, under 10 active; Potency, µM (titrated, usually from 9.22 µM), for the others: top-dose activation of IL-2 secretion, hits mostly activators; primary human leukocytes, anti-CD3, IL-2 HTRF, 48 h; also: % of control where 0% means no effect
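Using a-CD3 beads without co-stimulation, primary human leukocytes were exposed to compounds for 48 hr. An HTRF IL-2 kit measured the cytokine, with europium-to-d2 energy transfer producing emission at 665nm upon 320nm excitation.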
AT treatment = candidate therapy for ataxia-telangiectasia. […] A-T fibroblasts, KAP-1 phosphorylation AlphaLISA; neocarzinostatin DNA damage 30 min before lysis. Potency, µM (titrated, usually from 57.5 µM), without a hit: at the highest dose activation, most hits filed as activators. hit rate 0.19% among 320,000. AID 485349; also: potency is read from the fitted curve at half-maximal effect; % of control where 0% means no effect; nearly all actives have a fitted effect of over 45% in size
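hTERT-immortalized A-T patient fibroblasts ([…]), 500 cells/well in OPTI-MEM, 1% FBS, got compounds for 60 min, then NCS for 30 min at 37C. Lysates were then assayed for phospho-KAP-1 by AlphaLISA (anti-pKAP1 donor, anti-KAP1 acceptor beads), 6 hr at 25C.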
TSHR antag = human thyrotropin receptor antagonism; P16473; TSHR-expressing cells, TSH-stimulated cAMP HTRF, 2 h; hits give low values; activity change, negative = inhibition, % at 11.5 µM; hit rate 0.2% among 330,000; AID 504810;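 active = activity change below a set negative limit, meaning inhibition stronger than a set level, cut at about -70% in these data; inconclusive = activity change between two set negative limits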; also: % is scaled to controls: 0 for no effect and ±100 for the full control effect
Target sequence (P16473 whole entry, looked up): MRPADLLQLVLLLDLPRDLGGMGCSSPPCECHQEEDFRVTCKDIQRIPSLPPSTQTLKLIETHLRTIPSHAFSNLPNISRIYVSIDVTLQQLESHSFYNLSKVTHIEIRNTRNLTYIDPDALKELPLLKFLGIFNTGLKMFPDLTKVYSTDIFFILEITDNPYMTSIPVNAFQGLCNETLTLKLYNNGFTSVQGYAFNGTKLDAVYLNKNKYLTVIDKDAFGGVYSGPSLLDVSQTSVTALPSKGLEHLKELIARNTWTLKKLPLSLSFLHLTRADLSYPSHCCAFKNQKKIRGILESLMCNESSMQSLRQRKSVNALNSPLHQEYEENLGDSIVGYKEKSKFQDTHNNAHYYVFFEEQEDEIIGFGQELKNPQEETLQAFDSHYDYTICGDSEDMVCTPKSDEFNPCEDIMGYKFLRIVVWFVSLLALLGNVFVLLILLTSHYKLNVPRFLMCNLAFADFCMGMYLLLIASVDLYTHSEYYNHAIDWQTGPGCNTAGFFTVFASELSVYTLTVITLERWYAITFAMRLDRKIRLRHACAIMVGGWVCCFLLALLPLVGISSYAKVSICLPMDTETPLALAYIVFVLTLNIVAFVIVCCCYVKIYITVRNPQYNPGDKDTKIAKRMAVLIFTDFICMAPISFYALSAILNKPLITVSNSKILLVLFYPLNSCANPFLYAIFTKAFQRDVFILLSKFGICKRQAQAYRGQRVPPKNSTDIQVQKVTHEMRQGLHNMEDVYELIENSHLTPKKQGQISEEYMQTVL
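Cell-based HTRF cAMP assay; TSHR cells + compound, TSH EC80 (4nM final), 2 h, 37 deg C. Lysis with anti-cAMP cryptate and cAMP-d2, 30 min RT, read 665/620 nm.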
* hit, by the source's call; ? = inconclusive; · = no result given; [ ] = dose if it differs, or a comment. Unless noted, calls follow the shape of the dose curve; as a rule, active = well fitted curve in the direction sought with a large enough effect; inconclusive = small, poorly fitted or top-dose-only effect, or another doubt; inactive = no such curve, though single readings can be large; an effect the other way counts as inactive or inconclusive.

SMILES | ASM inhibitor | MLL CXXC-DNA inh | TSG101-PTAP inh | Menin-MLL TR inh | a7 integrin act | MBNL1-CUG inh | Mito fusion act | TCR act | AT treatment | TSHR antag
CSCCC(NC(C)=O)C(=O)OCC(=O)N(c1ccccc1)c1ccccc1 (stereo not drawn) | -1.1% | 3.3% | -1.2% | -8.2% | -4.2% | 7.1% | -7.4% | -5.8%[46.1 µM] | -0.9% | 10.6
C(#Cc1ccccc1)C[N+]1(CC#Cc2ccccc2)CCCC1 | 0.1% | -0.7% | -0.6% | -11.6% | -50.6%[inhibitor] | 1.5% | -3.0% | 6.1%[46.1 µM] | -4.2% | 2.2
O=C(C1CCN(S(=O)(=O)c2cnc[nH]2)CC1)N1CCN(Cc2ccc3c(c2)OCO3)CC1 | -1.1% | -4.1% | 1.1% | ? | -44.7%[inhibitor] | -6.2% | 19.7% | 8.4% | · | 6.2
Cc1ccc(-n2c(SCC(=O)NCc3ccco3)nc3c([nH]c4ccccc43)c2=O)cc1 | 13.2% | 3.2% | -4.8% | -6.2% | -21.5% | 2.6% | -1.2% | -2.9% | 9.2% | -6.3
COc1ccc(CCNC(=O)CSc2ccsc2[N+](=O)[O-])cc1OC | -3.5% | -1.0% | -4.8% | 21.2% | 15.4% | ? | 13.6% | -4.9% | 1.9% | 1.3
O=C(COc1ccc(S(=O)(=O)N2CCOCC2)cc1Cl)NCc1ccccn1 | -1.4% | -3.5% | -9.1% | 4.5% | 13.0% | -6.3% | -1.2% | -0.7% | -4.4% | -4.2
CCOC(=O)c1ccc(N=C2S/C(=C\c3cc(C)n(-c4cccnc4)c3C)C(=O)N2C)cc1 | -1.3% | -0.8% | -7.4% | -4.8% | -6.2% | -3.3% | 2.5% | 7.3% | -0.5% | 34.2
CCS(=O)(=O)n1nc(-c2ccccc2)cc1N | 1.3% | 4.7% | -0.9% | -17.3% | -1.6% | 3.4% | -0.4% | 2.7% | 3.0% | -3.2
COCCNC(=O)C1CCN(S(=O)(=O)c2c(C)noc2/C=C/c2cccs2)CC1 | 0.1% | -4.3% | -3.4% | · | 0.0% | ? | 2.7% | 9.6% | ? | 9.6
Cc1ccc(S(=O)(=O)N2[C@@H](c3ccc4c(c3)OCO4)C(C(=O)O)=C[C@H]2CC2CCCC2)cc1 | 4.2% | · | 0.1% | · | 17.9% | · | · | 4.1% | 8.9% | 11.5
N/C(=N\N=C\c1ccc(O)c(O)c1)c1nonc1N | 0.0% | -3.8% | 0.4% | · | 53.6% | ? | 0.3% | 15.3% | -9.2% | -2.8
CCC(=O)N/C(=N\OCc1ccc(F)cc1)c1nonc1NC(=O)CC | 2.9% | -0.1% | -2.3% | · | -22.5% | -6.4% | 2.0% | 1.0% | -3.9% | 4.7
O=C1c2ccccc2C(=O)N1Cc1cc(Cl)c(O)c([N+](=O)[O-])c1 | 2.0% | -2.2% | -5.1% | -2.9% | 20.2% | 13.1% | 5.1% | 0.8% | 7.6% | 0.0
O=C(O)c1ccccc1-c1ncc(-c2ccccc2)o1 | 0.1% | · | 2.3% | · | 0.0% | · | · | -3.6% | · | ·
O=C(CN1CCN(S(=O)(=O)c2ccccc2[N+](=O)[O-])CC1)NC(=O)NCc1ccco1 | -1.2% | 3.6% | 0.0% | 1.0% | -26.1% | 6.9% | 1.1% | 0.1% | 4.7% | -1.7
CCCCOc1ccc(Cc2c(COCC)[nH]c(=S)[nH]c2=O)cc1 | -0.5% | -1.2% | 0.2% | -2.2% | 5.6% | -1.5% | -0.6% | -4.4% | 1.2% | -4.4
Cc1cc(F)ccc1NC(=O)Nc1ccc2c(c1)OCO2 | 0.8% | -10.5% | -0.5% | · | -20.3% | -1.4% | -1.3% | -2.8% | -21.9% | 29.2
COc1cccc(NS(=O)(=O)c2ccc3[nH]cc(C(=O)NCCN4CCOCC4)c(=O)c3c2)c1 | -5.9% | -0.7% | -2.9% | 22.3% | -18.5% | -0.9% | 0.6% | 2.4% | -1.9% | -3.3
O=C(CN(Cc1cccs1)C(=O)CSc1nnc(COc2ccccc2)o1)NC1CCCCC1 | -2.6% | 3.3% | -5.9% | -3.1% | 20.1% | 1.5% | 4.4% | 4.7%[46.1 µM] | 1.0% | 25.7
Cc1cccc(NS(=O)(=O)c2ccc(C(=O)NCC3(N4CCCCC4)CCCCC3)cc2)c1C | · | · | -5.2% | · | -1.2% | · | 0.4% | 6.3% | 2.5% | ·
CCC1(c2ccc(F)cc2)NC(=O)N(CC(=O)NCC(=O)Nc2cccc(C)c2C)C1=O (stereo not drawn) | 3.7% | · | -6.5% | · | 15.7% | · | -2.9% | -2.4% | 10.8% | 8.3
CCC(C)S(=O)(=O)c1snnc1C (stereo not drawn) | 2.4% | -0.9% | 1.1% | 7.1% | 3.0% | 2.5% | -3.0% | 4.0% | -0.3% | -7.6
CCOC(=O)C(C(=O)OCC)C(C)(C)/C(C)=N\Nc1ccc([N+](=O)[O-])cc1[N+](=O)[O-] | -2.5% | ? | -3.6% | 6.7% | 3.1% | · | 5.0% | -1.3%[46.1 µM] | 2.1% | 7.6
c1ccc(C2[C@H]3CN(Cc4cccnc4)[C@H](c4ccccc4)C34CC2(c2ccccc2)C4)cc1 (stereo partly drawn) | -4.1% | 8.0% | · | 0.2% | 5.5% | -5.1% | -87.1%[inhibitor] | -0.4% | -16.1% | -3.7
Cc1nn(-c2ccccc2)c(-c2ccccc2)c1C(=O)O | 2.3% | 2.1% | -0.4% | -1.7% | -4.2% | 4.3% | -0.6% | 0.4% | 1.6% | 12.6
O=C(/C=C/c1ccco1)NCc1ccc(F)cc1 | -4.3% | 2.7% | 2.5% | ? | 16.4% | ? | 3.4% | -226.0% | -1.9% | 1.2
C[N+](C)(C)C(Cc1c[nH]c2ccccc12)C(=O)[O-] (stereo not drawn) | · | -1.7% | · | · | · | 2.1% | -10.1% | · | -8.1% | 8.6
CC(C)(O)C#Cc1ccc(C(=O)NCc2ccccc2)s1 | -0.3% | · | -1.1% | · | -0.5% | · | · | 2.4% | · | ·
CCN(CC)Cc1c(C(=O)N/N=C(\C)c2ccncc2)nnn1-c1nonc1N | -0.2% | -3.2% | -3.5% | -5.4% | -3.4% | -2.1% | -1.4% | -9.1% | 7.6% | -0.9
COc1ccc(C(=O)Nc2ccc(N3CCCC3)cc2)cc1Br | -3.1% | 2.9% | 1.2% | ? | 9.7% | ? | -2.5% | · | -1.4% | -7.5
Nn1c(SCC(=O)NC2CCCCC2)nnc1-c1ccc(Cl)cc1 | 1.5% | 1.3% | -5.0% | 9.8% | 20.2% | 9.5% | -1.9% | 9.3%[46.1 µM] | 4.0% | 4.4
COc1ccc(N2CCN(C(C)C(=O)N3CC(C)OC(C)C3)CC2)cc1 (stereo not drawn) | 3.9% | ? | -1.0% | -20.7% | -7.4% | -0.2% | -6.1% | -18.9% | 0.3% | -3.1
CCN(CC)CCSc1nc2c([nH]1)c(=S)n(C)c(=O)n2C | 0.6% | · | -0.9% | · | -2.9% | · | · | 2.4% | · | ·
CC(C)(C)c1nnc(NC(=O)C2CC(=O)N(CCc3ccc(F)cc3)C2)s1 (stereo not drawn) | -0.6% | -6.8% | 0.6% | 2.1% | 14.6% | -7.7% | 3.5% | -1.5% | 4.2% | 4.4
O=C(/C=C/c1cccc([N+](=O)[O-])c1)NC1CC2CCC1C2 (stereo not drawn) | 1.9% | 1.0% | 0.5% | -2.5% | 18.6% | ? | 13.6% | 2.8%[46.1 µM] | 1.6% | -14.7
CCCCc1ccc(-c2ccc(C)cc2O)nc1 | 9.7% | 5.4% | 4.2% | -15.1% | 14.0% | -3.9% | -2.1% | · | 16.1% | -10.0

Some of the compounds tested; the hit share may differ from the screen's.
